Screens (PubChem BioAssay)
MEKK3 PB1 HTS: MEKK3-MEK5 PB1 interaction, increase or decrease; bead-based flow cytometry, Alexa488-MEK5 binding to MEKK3; actives lie on both sides; 0 = blocked by unlabeled MEK5, 100 = vehicle; binding response (% of control), % at 10 µM; 1.4% of 290,000 active; AID 1529;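 active = binding response more than 3 SD above or below the average of its plate-row segment, actives on both sides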;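 note: Alexa488 bead fluorescence after subtracting the streptavidin-only scavenger bead signal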
DNA FID counter: fluorescent intercalator displacement, NS3 helicase counter-screen; DNA fluorescent intercalator displacement, fluorescence; inhibition, % at 7.9 µM; 0.17% of 290,000 active; AID 1845; in the data active = inhibition above about 37%;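 note: 0% = vehicle and 100% = reference compound; higher means more ethidium bromide displaced from hairpin DNA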
IDE cell activ: boosts human insulin-degrading enzyme activity in HEK cells; P14735; FAbeta-B cleavage, fluorescence polarization; 0% vehicle, 100% cell-free pure enzyme wells; activation, % at 5.96 µM; 0.073% of 340,000 active;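 active = activation above the mean of all tested compounds plus 3 SD, set per screening campaign, cut at about 17% in these data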
Target sequence (P14735 whole entry, looked up): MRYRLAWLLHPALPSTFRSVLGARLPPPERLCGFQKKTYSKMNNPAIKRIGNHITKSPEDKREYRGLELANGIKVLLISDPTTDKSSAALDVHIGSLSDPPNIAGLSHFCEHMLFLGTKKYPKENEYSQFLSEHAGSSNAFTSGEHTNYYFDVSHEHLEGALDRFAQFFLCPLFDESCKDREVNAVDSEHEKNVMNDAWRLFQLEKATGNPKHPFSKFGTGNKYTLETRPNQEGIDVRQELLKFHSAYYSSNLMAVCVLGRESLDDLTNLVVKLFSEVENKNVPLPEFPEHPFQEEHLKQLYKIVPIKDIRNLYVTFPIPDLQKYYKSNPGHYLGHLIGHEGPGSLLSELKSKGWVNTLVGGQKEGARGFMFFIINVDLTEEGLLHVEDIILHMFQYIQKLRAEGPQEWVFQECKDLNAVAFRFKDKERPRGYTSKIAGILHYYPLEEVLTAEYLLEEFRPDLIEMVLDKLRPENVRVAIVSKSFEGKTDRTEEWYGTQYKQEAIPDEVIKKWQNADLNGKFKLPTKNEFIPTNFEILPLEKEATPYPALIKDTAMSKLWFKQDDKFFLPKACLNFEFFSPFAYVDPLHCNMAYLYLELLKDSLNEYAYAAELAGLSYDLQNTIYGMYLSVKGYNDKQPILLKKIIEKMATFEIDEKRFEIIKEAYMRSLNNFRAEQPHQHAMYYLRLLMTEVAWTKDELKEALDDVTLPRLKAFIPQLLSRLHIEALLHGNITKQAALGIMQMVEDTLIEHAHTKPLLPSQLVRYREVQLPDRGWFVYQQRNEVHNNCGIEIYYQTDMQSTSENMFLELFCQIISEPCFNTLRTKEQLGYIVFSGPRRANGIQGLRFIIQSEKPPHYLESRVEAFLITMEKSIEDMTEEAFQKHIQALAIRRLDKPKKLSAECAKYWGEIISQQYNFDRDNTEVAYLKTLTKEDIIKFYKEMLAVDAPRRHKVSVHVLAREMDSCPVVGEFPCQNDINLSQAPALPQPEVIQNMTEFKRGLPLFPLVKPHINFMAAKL
p-CIP stab down: compounds decreasing mouse p/CIP protein stability | Q05BA5 | F442A p/CIP-EGFP cells, EGFP fluorescence, 16 h | decrease of EGFP signal, % at 10 µM | 0.01% of 290,000 active;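 active = EGFP signal decrease of at least 30% at 10 µM or well 3 SD below plate mean, unless failing retest; inactive = the rest, including hits failing retest or dose response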; note: some compounds called inactive have numbers as strong as hits; many of its hits are not listed in these tables
IMP-1 inh: blocks Pseudomonas aeruginosa IMP-1 metallo-beta-lactamase | purified IMP-1, nitrocefin hydrolysis, epi-absorbance fluorescence | inhibition, % at 5.6 µM | 0.45% of 290,000 active | AID 1556;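 active = inhibition above the mean plus 3 SD of all compounds in the same screening run, cut at about 4.5% in these data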;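 note: 0% = IMP-1 with DMSO and 100% = DMSO wells lacking enzyme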
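System: purified IMP-1; amount: IMP-1 0.2 nM before substrate addition; compound: single dose, 5.6 µM; times: 25 °C, 15 min preincubation, 25 min reaction; signal: Epi-absorbance via hydrolysed-nitrocefin quenching of white-plate fluorescence, 480/530 nm, EDTA stop; benchmarks: DMSO with and without IMP-1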
VIM-2 inhibitor: blocks Pseudomonas aeruginosa VIM-2 metallo-beta-lactamase; purified VIM-2, nitrocefin hydrolysis, epi-absorbance fluorescence; inhibition, % at 5.6 µM; 0.89% of 290,000 active; AID 1527;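 active = inhibition above the mean of all tested compounds plus 3 SD, cutoff set per screening run, cut at about 7.5% in these data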;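 note: red hydrolysis product quenches plate fluorescence so inhibitors raise well fluorescence; 0% = enzyme with DMSO and 100% = DMSO without enzyme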
PHOSPHO1 block: PHOSPHO1 (human) inhibition; Q8TCT1; recombinant PHOSPHO1, absorbance phosphatase assay; inhibition, % at 13.3 µM; 1.1% of 290,000 active; AID 1565; in the data active = inhibition above about 60%
HCV NS3 hel inh: blocks Hepatitis C virus NS3 helicase unwinding; NS3 helicase DNA unwinding, Cy5 molecular beacon fluorescence; inhibition, % at 10.9 µM; 0.56% of 290,000 active;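 active = inhibition above the mean of all tested compounds plus 3 SD, set per campaign, cut at about 35% in these data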;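 note: 0% = DMSO wells and 100% = thioflavine S control wells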
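Material: hepatitis C virus NS3 helicase domain fragment enzyme; measured by: Cy5 fluorescence, 0 and 60 min reads; control set: DMSO and thioflavine S; incubation: 60 min unwinding reaction at 25 °C after ATP addition; read-out basis: % inhibition from 60/0 min fluorescence ratio, DMSO 0%, thioflavine S 100%; repeats: singlicate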
SUMO HTRF inh: SUMOylation inhibition. inhibition, % at 35 µM. HTRF SUMOylation assay, SAE1/SAE2 + UBC9, in vitro. P63279. 0.36% of 290,000 active; in the data active = inhibition above about 50%, passing the limit was not always enough; note: strong numbers were not always called active
Active calls of the source: *; / = no result given; [ ] = remark or other dose. The list is partial (hit frequency here may not be typical).

SMILES	MEKK3 PB1 HTS	DNA FID counter	IDE cell activ	p-CIP stab down	IMP-1 inh	VIM-2 inhibitor	PHOSPHO1 block	HCV NS3 hel inh	SUMO HTRF inh
CC(C)(C)c1ccc(OCC(=O)Nc2ccncc2)cc1	104	-2	2	-7	-3.5	-1.8	49	-12	-10
CCOC(=O)c1ccc(CSC(=N)N)o1	101	0	4	0	-0.9	-1.5	20	11	13
CCCSc1nc(NCc2ccco2)c2c3c(sc2n1)COC(C)(C)C3	98	-12	0	1	-2.6	0.5	-23	15	-18
Cc1cc(C)cc(OCC(=O)NN2Cc3ccccc3C2=N)c1	89	4	4	-7	-1.6	0.8	7	-9	-3
CC1CCC(NC(=O)CC2Oc3ccccc3NC2=O)CC1 (stereo not given)	105	-7	6	0	-3.3	-0.7	-1	3	-12
CSc1nc(C)c(CCO)c(=O)[nH]1	95	-5	6	-3	-3.1	-3.2	-103	9	11
Cc1cc(C2=NNC(=Nc3ccc(S(=O)(=O)N4CCOCC4)cc3)SC2)c(C)n1CC1CCCO1 (stereo not given)	97	-5	-1	8	-3.1	-2.7	-10	22	11
CCOc1ccc(NC(=O)N(CCN2CCOCC2)Cc2ccc3c(c2)CCCN3CC)cc1	101	4	5	-8	-4.0	-2.0	27	-12	-4
CC(C)C(C)(C#N)NC(=O)CSc1ncnc2sc(-c3ccccc3)cc12 (stereo not given)	99	-1	3	1	-1.6	-0.7	-27	-11	10
Cc1ccc(NC2=NC(c3ccccc3)n3c(nc(C)cc3=O)N2)cc1 (stereo not given)	107	-10	-6	1	-1.9	-2.5	30	-8	8
Cc1ccc(/C=C/c2onc(C)c2S(=O)(=O)N2CCC(C(=O)N3CCN(C)CC3)CC2)cc1	99	15	-4	8	0.2	0.4	15	-76	-11
ClCc1csc(-c2ccccc2Cl)n1	102	-5	4	4	-4.3	-3.9	10	5	8
COc1ccc(-c2csc(NC(=O)C3CC(=O)N(Cc4ccccc4)C3)n2)cc1OC (stereo not given)	100	-50	-8	-6	-3.3	-3.0	27	-14	-9
CCOC(=O)c1ccc(S(=O)(=O)N2CCC(C(=O)O)CC2)cc1	102	-2	1	-3	-2.6	-3.6	-21	3	-8
c1ccc(CCNc2ncnc3nc[nH]c23)cc1	95	-9	7	-12	-0.1	-3.6	1	8	15
COc1ccccc1Nc1ccc(NS(=O)(=O)c2ccc(C(C)=O)cc2)cc1	97	-11	-2	-16	-5.5	-2.2	27	-18	-8
Cc1ccc(N(CC(=O)NCc2ccc3c(c2)OCO3)S(C)(=O)=O)cc1	109	-7	5	0	-2.0	-1.6	-2	7	7
Cn1nc(C(=O)N2CCN(S(=O)(=O)/C=C/c3ccccc3)CC2)c2ccccc2c1=O	103	-26	1	-9	-2.3	-1.2	-71	-6	9
Cc1ccc(C(=O)Nc2cccc(C(=O)NCc3ccccc3)c2)cc1	97	-25	3	-2	-2.2	-1.2	-22	-3	12
COCCn1c(SCC(=O)Nc2nc(C)c(Cl)cc2Cl)nc2ccccc21	106	-32	1	3	-1.6	-1.9	5	-6	29
COc1ccnc(Oc2cc(Cl)cc(Cl)c2)c1C#N	99	0	/	-21	-1.2	-2.7	28	-8	20
Nc1[nH]n(-c2ccccc2)c(=O)c1N=Nc1ccc2c(c1)OCCO2	75*[inhibitor]	6	5	13	0.2	-3.4	-11	-3	-28
O=C(Nc1cnccc1C(F)(F)F)NC1CCCCC1	93	-3	-2	-1	-1.2	-2.6	43	8	1
COc1ccc(NC(=S)N2CCC(Cc3ccccc3)CC2)cc1OC	108	-27	0	-9	-2.0	-5.2	26	-8	2
CCOC(=O)CSc1ccc(S(=O)(=O)N(CC)CC)cc1[N+](=O)[O-]	80	-10	3	-7	-1.4	-1.3	-19	7	14

MEKK3 PB1 HTS, entries above that show a hit
structure	MEKK3 PB1 HTS	IDE cell activ	p-CIP stab down	IMP-1 inh	VIM-2 inhibitor	PHOSPHO1 block	HCV NS3 hel inh	SUMO HTRF inh
Nc1[nH]n(-c2ccccc2)c(=O)c1N=Nc1ccc2c(c1)OCCO2	75*[inhibitor]	5	13	0.2	-3.4	-11	-3	-28

Continuation:
SMILES	MEKK3 PB1 HTS	DNA FID counter	IDE cell activ	p-CIP stab down	IMP-1 inh	VIM-2 inhibitor	PHOSPHO1 block	HCV NS3 hel inh	SUMO HTRF inh
O=C(NCc1cccc(C(F)(F)F)c1)C1CC(c2c(Cl)cccc2Cl)=NO1 (stereo not given)	107	-23	-4	-9	-2.5	-2.1	18	1	3
O=C(Cn1c(=O)c(=O)n(Cc2ccccc2)c2ccc(Cl)cc21)Nc1cccc(F)c1	102	0	1	4	1.2	2.2	6	5	19
COCCn1c(SCC(=O)c2ccc(F)cc2)nnc1C(C)C	102	2	-4	-17	-1.4	3.6	-44	0	-3
Cc1csc(NC(=O)c2ccccc2C(=O)O)n1	99	0	5	3	-6.2	-2.8	3	3	-4
O=C(O)[C@H](Cc1ccccc1)N1C(=O)c2ccncc2C1=O	105	4	5	-8	-4.1	-0.6	18	-5	10
COc1ccccc1Nc1nc(N)nc(CSc2nc(C)cc(C)n2)n1	101	-15	-4	-5	-2.1	-0.1	26	-3	6
COc1cc(C(=S)N2CCOCC2)ccc1OS(=O)(=O)c1ccc(Cl)cc1	106	-26	0	-8	-2.5	-0.2	19	-6	10
OC(CCN1CCCCC1)(c1ccccc1)c1ccccc1	104	2	2	-7	-4.7	-3.9	-18	-1	-9
O=C(Cc1ccccc1)NN1C(=O)C2C3C=CC(C3)C2C1=O (stereo not given)	108	-1	4	2	-0.6	-2.7	-2	-8	-14
Cc1ccc(S(=O)(=O)Cn2nnnc2CN2CCOCC2)cc1	110	-5	5	-7	-2.8	-2.5	-11	4	-9
N#C/C(=C\c1ccc(Sc2ccc(Cl)cc2)o1)c1nc2ccccc2[nH]1	102	-5	-12	-24	-2.8	-1.8	4	14	13
COC(=O)CCC(=O)NC1CC(C)(C)Cc2c1cnn2-c1ccccc1 (stereo not given)	97	-26	5	-11	-4.5	-3.0	/	20	7
O=C(O)c1ccc2c(c1)ncn2C1CCCCC1	95	2	0	-15	-0.7	1.2	26	4	5
Cc1ccc2c(c1)C=CC(C#N)N2C(=O)c1ccccc1 (stereo not given)	103	-6	2	-7	-2.9	-3.2	20	9	-6
CN1CCN(S(=O)(=O)c2ccc(NC(=O)C3CCCCC3)cc2)CC1	98	4	1	-2	-2.8	-2.0	-41	-5	5
C[C@H](NC(=O)c1ccco1)C(=O)Nc1ccc(S(=O)(=O)N2CCCC2)cc1	108	5	5	-13	-3.2	-1.4	-9	-1	13
O=C(Cc1sc(-c2ccccc2Cl)nc1-c1ccccc1)Nc1ccccc1	95	5	-2	-4	-3.3	-4.9	12	-4	-12
CC(C)(C)OC(=O)CC[C@@H](C(=O)N1CCN(C(=O)OC(C)(C)C)CC1)n1cc(C(CO)NC(=O)OC(C)(C)C)nn1 (stereo not given in full)	98	-44	-1	-7	-2.4	-2.7	1	9	7
CC(C)CC(=O)Nc1nnc(S(=O)(=O)N2CCCCCC2)s1	101	-16	2	-14	-1.6	-4.5	53	-1	/
COc1cc(-c2nnc(SCC3(c4ccc(Br)cc4)OCCO3)o2)cc(OC)c1OC	/	-8	-1	-12	-2.8	-2.1	30	-6	13
CC(=O)N/C(=C\c1ccccc1)C(=O)OCc1ccccc1	102	-26	-3	19	1.7	1.3	5	19	-14
CCCN1CCN(C2CCCCC2NS(=O)(=O)c2ccccc2)CC1 (stereo not given)	96	13	-6	-6	-2.8	-2.2	32	-6	-5
CCNc1ccc(C(=O)OCC(=O)N(Cc2ccccc2)C(C)(C)C)cc1[N+](=O)[O-]	101	4	-2	-14	-3.4	-0.1	-6	-9	1
CCCOP(=O)(OCCC)C(Nc1ccc(C(C)C)cc1)c1ccc([N+](=O)[O-])cc1 (stereo not given)	/	-22	5	17	1.4	0.2	4	-1	-32
Cn1c(CN2CCOCC2)nnc1SCC(=O)Nc1cccc(C(F)(F)F)c1	102	-11	-17	-5	-3.5	-3.1	28	1	-12

Sorted by length of the SMILES (smallest number first): three of the compounds above.
SMILES	MEKK3 PB1 HTS	DNA FID counter	IDE cell activ	p-CIP stab down	IMP-1 inh	VIM-2 inhibitor	PHOSPHO1 block	HCV NS3 hel inh	SUMO HTRF inh
COCCn1c(SCC(=O)c2ccc(F)cc2)nnc1C(C)C	102	2	-4	-17	-1.4	3.6	-44	0	-3
O=C(Cc1ccccc1)NN1C(=O)C2C3C=CC(C3)C2C1=O (stereo not given)	108	-1	4	2	-0.6	-2.7	-2	-8	-14
O=C(NCc1cccc(C(F)(F)F)c1)C1CC(c2c(Cl)cccc2Cl)=NO1 (stereo not given)	107	-23	-4	-9	-2.5	-2.1	18	1	3

(continued)
SMILES	MEKK3 PB1 HTS	DNA FID counter	IDE cell activ	p-CIP stab down	IMP-1 inh	VIM-2 inhibitor	PHOSPHO1 block	HCV NS3 hel inh	SUMO HTRF inh
O=C(c1ccccc1)N1CCSC1=S	103	-4	1	1	-2.3	-3.1	-49	-4	2
COc1cc2c(C(=O)NCCN(C)C)cn(CC(C)C)c(=O)c2cc1OC	103	4	10	-10	-3.8	-2.3	42	4	12
N/C(=N\OC(=O)C1CCCCC1)c1cccnc1	99	0	7	-1	-2.1	-1.7	19	9	-7
Cc1ccc(/C=C(\C#N)C(=O)NC(C)C)o1	105	-1	4	-10	-3.1	-1.8	36	-5	3
Cc1cc(/C=N/Nc2ccc([N+](=O)[O-])cn2)c(C)n1-c1ccccc1	110	-15	4	-6	-0.3	3.4	59	22	32
O=C(CSc1nnc(NC(=O)c2cccc(Cl)c2)s1)NCC1CCCO1 (stereo not given)	102	-13	4	5	-2.1	8.6*	18	-1	22
COc1ccc(Nc2nc(Cl)c(C=O)s2)cc1	98	4	-2	-31	-2.1	-2.0	-25	5	4
Cc1ccc(OCCNS(=O)(=O)c2ccc(N3CCCC3=O)cc2)cc1C	94	-25	2	-12	-2.3	0.2	46	-12	14
O=S(=O)(c1cccc2nonc12)N1CCN(c2cccc(Cl)c2)CC1	108	2	0	5	0.7	0.1	-4	-4	-18
CCOC(=O)C1CCCN(S(=O)(=O)c2cn(C)c(=O)n(C)c2=O)C1 (stereo not given)	98	6	-3	0	-1.7	0.5	-2	1	15
Cc1c(=O)n(OCc2ccccc2F)c2ccccc2[n+]1[O-]	103	-2	-3	-17	0.7	0.9	7	-1	1
CC(NC(=O)COc1ccc(Oc2ccccc2)cc1)C(=O)O (stereo not given)	105	-15	3	-2	-1.9	-1.0	19	-5	6
O=C(O)/C=C/c1ccc(OCCCF)cc1	103	3	6	12	-3.5	-3.1	-54	4	7
CC(OC(=O)c1ccc2c(=O)n3c(nc2c1)CCCCC3)C(=O)Nc1ncc(Cl)cc1Cl (stereo not given)	93	1	0	-7	-1.6	-0.4	-7	2	8
Cc1n[nH]c(C)c1C(=O)CC1(O)C(=O)N(CCc2ccccc2)c2ccc(Cl)cc21 (stereo not given)	109	-29	-4	4	-1.7	-2.9	4	-12	11
COc1ccc(NC(=O)C(=O)Nc2cccc3cccnc23)c(OC)c1	102	-4	3	11	-1.8	-1.3	8	-3	10
Cc1cc([N+](=O)[O-])cnc1N1CCOCC1	103	5	2	-7	-2.9	-3.5	-3	-5	-1
O=C(Nc1nnc(SCC(=O)N2CCCCC2)s1)c1c(F)cccc1F	96	-11	8	-13	-2.1	3.0	35	8	-10
